Bioassay records deposited in PubChem BioAssay by several laboratories.
DNA FID counter = displaces DNA intercalator in HCV helicase counter-screen; DNA fluorescent intercalator displacement, fluorescence; inhibition, % at 7.9 µM; hit rate 0.17% among 290,000; in the data active = inhibition above about 37%;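 note: 0% = vehicle and 100% = reference compound; higher means more ethidium bromide displaced from hairpin DNA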
MEKK2 WT-MEK5 = raises or lowers MEK5 binding to wildtype human MEKK2 PB1 domain; Q9Y2U5; bead flow cytometry, Alexa488-MEK5 binding to MEKK2 WT; actives lie on both sides; binding response (% of control), % at 10 µM; hit rate 1.1% among 290,000; AID 1531; in the data active = binding response below about 67% or above about 130%
NS3 helicase inh = HCV NS3 helicase inhibition; NS3 helicase DNA unwinding, Cy5 molecular beacon fluorescence; inhibition, % at 10.9 µM; hit rate 0.56% among 290,000; AID 1800;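 active = inhibition above the mean of all tested compounds plus 3 SD, set per campaign, cut at about 35% in these data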;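 note: 0% = DMSO wells and 100% = thioflavine S control wells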
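System: NS3 helicase fragment of HCV / Schedule: 1 h at 25 °C / Control set: DMSO alone as 0% and 110 µM thioflavine S as 100% / Reagent: Cy5/quencher beacon DNA duplex and ATP to start / Technique: Cy5 fluorescence / Replication: singlicate / Evaluation: % inhibition of end-to-start signal ratio versus controls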
CRFBP-R2 block = blocks CRF-induced signaling of the CRF-BP/CRF-R2 complex. HEK293 CRF-R2/CRF-BP, CRF-induced calcium fluorescence. inhibition, % at 11.8 µM. hit rate 0.59% among 350,000;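 active = inhibition of the ligand-induced calcium signal above about 50% at the single tested concentration, limit read from the data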
CRFR2-BP ag = agonists of human CRF-binding protein/CRF-R2 receptor complex. HEK293 CRF-R2/CRF-BP, calcium dye fluorescence (FLIPR); percent of saturating CRF peptide response. hit rate 0.46% among 350,000. AID 588473. activation, % at 13.2 µM;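 active = activation of at least 50%, plus an integration ratio under a set limit after plate pattern correction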;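 note: plate controls were neutral control wells without compound for no effect and CRF at EC100 for full effect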
MEKK2 mut-MEK5 = signal of MEK5 binding to mutant human MEKK2 PB1 domain | hit rate 0.35% among 290,000 | percent response, % at 10 µM | AID 1530 | bead flow cytometry, Alexa488-MEK5 binding to MEKK2 mutant; in the data active = percent response above about 24%, passing the limit was not always enough; note: inactives centre near 1; some results filed as inactive read as strong as hits
UBC9 SUMO inh = inhibitors of human SUMOylation (UBC9); AID 2006; P63279; HTRF SUMOylation assay, SAE1/SAE2 + UBC9, in vitro; inhibition, % at 35 µM; hit rate 0.36% among 290,000; in the data active = inhibition above about 50%, passing the limit was not always enough; note: strong numbers were not always called active
Target sequence (P63279 whole entry, looked up): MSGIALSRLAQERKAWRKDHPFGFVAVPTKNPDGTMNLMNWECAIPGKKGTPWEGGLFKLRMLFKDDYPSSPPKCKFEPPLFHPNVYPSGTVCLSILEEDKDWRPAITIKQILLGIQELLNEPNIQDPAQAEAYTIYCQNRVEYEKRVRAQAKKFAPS
MEKK3 PB1 HTS = raises or lowers MEK5 binding to the human MEKK3 PB1 domain; bead-based flow cytometry, Alexa488-MEK5 binding to MEKK3; actives lie on both sides; 0 = blocked by unlabeled MEK5, 100 = vehicle; binding response (% of control), % at 10 µM; hit rate 1.4% among 290,000; AID 1529;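 active = binding response more than 3 SD above or below the average of its plate-row segment, actives on both sides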;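 note: Alexa488 bead fluorescence after subtracting the streptavidin-only scavenger bead signal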
Target sequence (Q99759 whole entry, looked up, the tested form may be a part): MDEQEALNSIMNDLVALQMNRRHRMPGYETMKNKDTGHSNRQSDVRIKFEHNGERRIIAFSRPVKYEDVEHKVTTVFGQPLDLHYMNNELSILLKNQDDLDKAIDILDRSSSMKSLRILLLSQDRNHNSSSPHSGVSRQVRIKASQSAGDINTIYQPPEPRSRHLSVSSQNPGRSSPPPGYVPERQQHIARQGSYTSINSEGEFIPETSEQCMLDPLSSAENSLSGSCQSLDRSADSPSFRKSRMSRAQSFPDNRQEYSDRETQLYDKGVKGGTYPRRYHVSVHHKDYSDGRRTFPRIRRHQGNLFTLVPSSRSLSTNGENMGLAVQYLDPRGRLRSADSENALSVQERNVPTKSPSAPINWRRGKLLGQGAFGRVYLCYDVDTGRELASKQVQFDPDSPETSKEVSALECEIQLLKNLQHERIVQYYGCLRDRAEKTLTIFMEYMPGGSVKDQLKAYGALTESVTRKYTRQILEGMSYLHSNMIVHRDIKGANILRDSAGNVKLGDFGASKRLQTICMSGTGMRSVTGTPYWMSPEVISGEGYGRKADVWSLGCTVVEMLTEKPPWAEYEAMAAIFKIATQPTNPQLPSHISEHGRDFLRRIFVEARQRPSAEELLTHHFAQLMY
GalR3 antag = antagonists of human GalR3. hit rate 0.44% among 360,000. HEK293 GalR3-CNG cAMP membrane potential fluorescence; galR3 body fused to GalR1 C-terminus. AID 651719. inhibition, % at 3 µM. O60755;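 active = inhibition above the screen-wide average plus 3 SD, cut at about 13% in these data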;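 note: forskolin and galanin both at EC90 stimulate the cells; cAMP rise reported by CNG channel membrane potential dye signal; 0% = forskolin plus galanin with DMSO and 100% = forskolin alone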
The depositor's hits bear a star; . = no result given.

Order of values – DNA FID counter	MEKK2 WT-MEK5	NS3 helicase inh	CRFBP-R2 block	CRFR2-BP ag	MEKK2 mut-MEK5	UBC9 SUMO inh	MEKK3 PB1 HTS	GalR3 antag
#1 CC(C)(C)c1ccc(-n2ncc3c2CCCC3NC(=O)c2ccncc2)cc1 (stereo not drawn)
 : -22	105	-6	-25	0.4	3	-11	101	-4
#2 CC(C)(C)C(=O)NC(=S)Nc1cccc(C(=O)O)c1
 : 3	94	15	10	0.8	-9	27	94	-4
#3 CCC(=O)c1ccc(OCCn2cncn2)cc1
 : -1	106	-1	10	-2.2	5	-2	106	-2
#4 CC1CCCCC12NC(=S)N(c1ccccc1)N2 (stereo not drawn)
 : -12	99	-3	5	-1.9	-3	18	101	1
#5 COc1ccc(C(=O)N(C)Cc2ccccc2)cc1Br
 : -18	93	-8	.	.	-1	2	102	-2
#6 COc1ccc(S(=O)(=O)NCCCCCC(=O)NCCCN2CCOCC2)cc1
 : 15	105	2	4	6.3	5	-18	100	.
#7 CCSC1=NCN(CCCC(=O)O)CN1
 : -3	100	-3	15	-1.6	-5	8	100	-4
#8 O=C(c1ccc(F)cc1)C1CCN(C(=S)Nc2ccc(F)cc2)CC1
 : -12	103	10	1	-0.4	2	-6	101	-11
#9 COc1ccc(C(CCN2CCOCC2)c2c(OC)cc(OC)c3c(C)cc(=O)oc23)cc1 (stereo not drawn)
 : .	151*	.	-3	-0.6	5	11	122	-5
#10 CCOc1cc2[nH]c(=S)n(Cc3ccc(C)o3)c(=O)c2cc1OCC
 : -7	109	2	-18	-1.1	8	-1	106	-6
#11 COc1cccc(/C=N\NC(=O)c2ccc(C)nc2)c1
 : -12	100	-3	6	-0.1	6	9	103	-12
#12 CCC(=O)N1N=C(c2ccc(Cl)cc2)CC1c1ccco1 (stereo not drawn)
 : -32	102	7	1	-0.3	-2	15	100	3
#13 COc1ccc2c(c1)c(C(=O)O)c(C)n2-c1ccccc1
 : -10	105	-4	-21	-1.6	-1	15	102	-7
#14 Cc1cc(C)nc(N2CCN(C(=O)c3ccc(S(=O)(=O)N4CCCCCC4)cc3)CC2)n1
 : -7	96	3	9	-2.5	-4	-14	96	1
#15 O=C(NN=C1CCCCCCCCCCC1)c1cccnc1
 : 0	102	17	-7	0.1	13	1	102	-5

Continued; the last 3 above are carried over.
Order of values – DNA FID counter	MEKK2 WT-MEK5	NS3 helicase inh	CRFBP-R2 block	CRFR2-BP ag	MEKK2 mut-MEK5	UBC9 SUMO inh	MEKK3 PB1 HTS	GalR3 antag
#13 COc1ccc2c(c1)c(C(=O)O)c(C)n2-c1ccccc1
 : -10	105	-4	-21	-1.6	-1	15	102	-7
#14 Cc1cc(C)nc(N2CCN(C(=O)c3ccc(S(=O)(=O)N4CCCCCC4)cc3)CC2)n1
 : -7	96	3	9	-2.5	-4	-14	96	1
#15 O=C(NN=C1CCCCCCCCCCC1)c1cccnc1
 : 0	102	17	-7	0.1	13	1	102	-5
#16 Cc1ccc(Cl)cc1NC(=O)Nc1cccs1
 : 24	110	-2	19	17	0	-2	116	-5
#17 CCCc1cc(=O)oc2cc(OC(C)C(=O)NCC3CCC(C(=O)O)CC3)ccc12 (stereo not drawn)
 : -34	106	-1	7	1.9	4	-11	101	4
#18 COc1cccc(/C=N/NC(=O)CC2C(=O)NN=C2C)c1OC (stereo not drawn)
 : -4	110	7	3	-0.2	5	13	107	1
#19 Cc1ccc(C(=O)NC(=S)NNC(=O)COc2ccccc2C)cc1
 : -2	95	-6	-50	114*	-5	8	100	-3
#20 Cn1c(=O)c2c(ncn2CC(=O)N2CCN(c3ccccc3F)CC2)n(C)c1=O
 : 3	100	-8	14	-0.8	0	-18	102	-8
#21 O=C(O)COc1ccc(C(=O)c2ccccc2)cc1
 : -8	98	3	9	-1.5	-2	-16	103	-3
#22 O=C(NCc1cccnc1)c1ccc(CS(=O)(=O)c2ccc(Br)cc2)o1
 : -5	107	-5	-4	-1.1	7	4	105	-3
#23 Cc1ccc(N2C(=O)c3ccccc3NC2C(C)Cc2ccc3c(c2)OCO3)cc1 (stereo not drawn)
 : -21	97	-16	7	1.8	5	5	106	39*
#24 O=C(Nc1ccc(-c2noc(CCc3ccccc3)n2)cc1)c1cccnc1
 : -12	106	-3	-22	0.3	-1	13	105	3
#25 COc1ccc(CCNC(=O)C(=O)NCc2ccc(C)cc2)cc1OC
 : -17	100	-7	3	0.5	2	-2	102	.
#26 O=C(Nc1c2c(nn1-c1ccc(F)cc1)CS(=O)(=O)C2)c1ccc2c(c1)OCO2
 : -10	108	-3	-6	-1.1	10	14	102	-2
#27 COc1ccc(N2CCN(CC(O)COC(c3ccccc3)c3ccccc3)CC2)cc1 (stereo not drawn)
 : 11	109	-46	-12	1.6	6	7	103	-7
#28 COc1ccc(N(CC(=O)NN=C2CCCCCCC2)S(=O)(=O)c2ccccc2)cc1Cl
 : -10	98	-9	-20	0.0	-2	8	100	-4
#29 Nn1cnc2scc(-c3ccco3)c2c1=O
 : -2	100	1	1	-1.6	4	18	100	-8
#30 Cc1nc(NC(=O)CN2CCC(O)(c3ccc(F)cc3)CC2)sc1C
 : 1	108	9	-7	1.9	5	18	118	-6
#31 CCOC(=O)CSc1nnc(CNC(=O)c2ccc([N+](=O)[O-])cc2)n1C
 : 0	102	10	2	-1.3	9	2	102	-4
#32 CNC(=O)C(=O)Nc1c(O)c2ccccc2[nH]c1=O
 : -4	104	-11	7	-1.3	2	28	102	1
#33 O=C(Nc1ccc(Br)cc1)c1cc([N+](=O)[O-])cc([N+](=O)[O-])c1
 : 16	104	-3	10	0.8	4	-4	104	-7
#34 O=S(=O)(Nc1nc(CN2CCOCC2)nc2sc3c(c12)CCCC3)c1cc(F)ccc1F
 : -41	98	3	12	0.8	-1	26	94	0
#35 COc1ccc(-c2cn3cc(Br)cnc3n2)cc1
 : -1	96	10	-2	0.0	-3	8	98	-6
#36 Cc1ccc(C(=O)Nc2ccccc2C(=O)Nc2ccccn2)cc1Cl
 : -22	100	-37	-24	6.3	0	14	95	-8
#37 O=C(CSc1ccc(-c2ccco2)nn1)NCc1ccc(Cl)cc1
 : -9	119	13	6	-1.6	12	8	101	3
#38 COc1cc(/C=C(\C#N)C(=O)Nc2ccccc2F)ccc1OCCN1CCOCC1
 : -4	110	-4	-6	-0.2	4	44	108	-4
#39 CC1=CCC[C@@H]2[C@@](C)(CC/C(C)=C/C(=O)O)[C@H](C)CC[C@@]12C
 : -26	98	33	-1	0.1	4	17	99	-2
#40 CCOC(=O)c1cc[nH]c1C
 : 4	98	-1	-19	-0.9	-5	26	100	-5
#41 CCN(CC)Cc1c(O)ccc2cc(-c3nc4ccccc4n3C)c(=O)oc12
 : -3	99	25	-15	18	0	44	97	-9
#42 CC1(C)CC(=O)/C(=N/Nc2ccc(Cl)cc2)CO1
 : -2	99	-9	-3	-0.1	0	20	98	1
#43 CCc1ccc(N(CC)C(=O)c2cn(C)c(=O)c3ccccc23)cc1
 : -34	106	-1	-27	-1.2	3	-5	102	-6
#44 CN(C)c1nc(Oc2ccc(/C=N/O)cc2)nc(N(C)C)n1
 : -16	102	11	4	-2.4	8	-3	103	0
#45 C/C(N)=C(/C#N)C(=O)COC(=O)c1cc2c(s1)CCC(C)C2 (stereo not drawn)
 : -23	97	-10	-4	-2.7	-2	-3	103	-3
#46 C=CCn1c(CCNC(=O)c2cccs2)nnc1SCC(=O)Nc1cccc(F)c1
 : -23	97	3	1	-0.1	3	-15	97	-4
#47 Cc1cc(-c2nnnn2-c2cc(Cl)cc(Cl)c2)no1
 : 0	112	-12	0	1.9	26	10	131*	-6
#48 COc1ccc(N(CC(O)CN2CCCCC2)S(=O)(=O)c2ccc(C)cc2)cc1 (stereo not drawn)
 : 11	103	-18	32	3.5	3	5	101	-4
#49 O=C(/C=C/c1ccc([N+](=O)[O-])cc1)NCCc1ccccc1
 : 0	105	-6	-1	-2.4	2	-6	111	0
#50 O=C(Cn1cnc2cc([N+](=O)[O-])ccc2c1=O)NCCc1ccc(F)cc1
 : 5	102	-4	9	3.2	-2	-1	101	0
#51 CC(C)OCCCn1c(=O)c2ccccc2n2c(CCC(=O)NCc3ccccn3)nnc12
 : -37	97	-1	0	0.1	1	0	100	1
#52 O=S(=O)(c1ccc2ccccc2c1)N1CCN(Cc2ccccn2)CC1
 : -12	94	-4	35	-0.8	-1	11	93	-4
#53 Cc1ccc(C(=O)/C=C2/NC(=O)CS2)cc1
 : -9	97	19	20	-2.5	3	-7	106	-2
#54 O=c1nc2ccccc2c(NS(=O)(=O)c2ccc(Cl)cc2)n1-c1ccccc1
 : 0	111	3	-16	8.0	4	28	105	1
#55 O=C(COc1ccccc1C(=O)NCc1ccccn1)Nc1ccc(Br)cc1
 : -25	99	-2	-10	-0.2	-2	-2	96	-8
#56 COc1ccc(S(=O)(=O)N2CCOCC2)c(C)c1C
 : -5	104	7	-1	-1.3	-1	-12	98	1
#57 Cc1ccc2c(C)c(C(=O)Nc3ccc(S(=O)(=O)Nc4onc(C)c4C)cc3)oc2c1
 : -4	106	-19	34	-1.5	10	22	105	-4
#58 Cc1ccc(CNc2cc(C(=O)O)ccc2C)s1
 : -6	111	4	-18	3.5	18	9	111	-9
#59 COc1ccc(Cl)cc1-c1n[nH]c(=S)n1C1CCCCC1
 : -23	105	2	-8	1.3	5	-6	102	4
#60 COc1ccccc1NC(=O)CCC(=O)OC(C)C(=O)c1ccccc1 (stereo not drawn)
 : -17	95	4	0	-1.6	-5	-6	97	-4
#61 CC(=O)N1CCc2cc(S(=O)(=O)CCC(=O)NCc3ccc4c(c3)OCO4)ccc21
 : -2	106	1	6	1.7	1	7	105	-2
#62 Clc1ccccc1-c1nnc2sc(-c3ccco3)nn12
 : -9	108	11	14	-1.6	13	2	108	-3

These rows are one share of the data. The share of hits here may be higher or lower than overall.
